Bioassay records (PubChem BioAssay)
Rac1 GTP hydrolysis: MgcRacGAP GTPase-activating activity inhibitors, confirmation, biochemical, ADP Hunter fluorescence | inhibition, % at 30 µM; hits with a dose series show IC50 in µM | MgcRacGAP-stimulated Rac1 GTP hydrolysis, ADP Hunter fluorescence; higher % means a stronger effect; GST-tagged Rac1 F28L mutant substrate | hit rate 0.6% among 340,000;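 active = first-screen hits whose inhibition reached a set limit at any dose in the follow-up dose series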;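 note: fluorescence reports GDP produced by GAP-driven GTP hydrolysis; strong numbers were not always called active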
HEK293 NOD2/NF-kB: NOD2 signaling inhibitors, cell-based, luminescence, uHTS, HEK293 (AID 1566); inhibition, % at 4 µM; hits with a dose series show EC50 in µM; hit rate 0.63% among 290,000; HEK293 NOD2/NF-kB luciferase reporter, luminescence; higher % means a stronger effect; note: many of its hits are not listed in these tables
HIV peptide binding: cell-free HIV fusion peptide-binding blockers – biochemical, uHTS, fluorescence dequenching, primary screen (AID 1986); cell-free peptide binding, fluorescence dequenching, 30 min; higher % means a stronger effect; inhibition, % at 20 µM, or IC50 in µM where a hit was titrated; hit rate 0.3% among 290,000; in the data active = inhibition mostly above about 52%, no sharp cut-off; inactive = mostly below about 76%; note: some results filed as inactive read as strong as hits
Large T inhibition: TAg ATPase/helicase activity blockers – biochemical (AID 1903) | SV40 large T antigen ATPase/helicase inhibition assay; higher % means a stronger effect | inhibition, % at 20 µM, or IC50 in µM where a hit was titrated | hit rate 0.39% among 310,000; in the data active = a potency from the dose series; note: strong numbers were not always called active
NOD1 inhibition: inhibition of NOD1-driven NF-kB reporter – cell-based, luminescence, uHTS, primary screen (AID 1578); NOD1-driven NF-kB luciferase reporter cells, luminescence; higher % means a stronger effect; one-dose inhibition, % at 4 µM; EC50 in µM for titrated hits; hit rate 1% among 290,000; in the data active = inhibition mostly above about 36%, no sharp cut-off; inactive = mostly below about 34%;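 note: HEK-293T reporter cells stimulated with the NOD1 agonist gamma-tri-DAP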
KOR beta-arrestin-1: kappa opioid receptor activators – cell-based, luminescence, uHTS, primary screen (AID 1777) | KOR beta-arrestin recruitment, luminescence; higher % means a stronger effect | one-dose activation, % at 10 µM; EC50 in µM for titrated hits | hit rate 0.02% among 280,000; in the data active = activation above about 50%, passing the limit was not always enough; note: a part of the inactive calls stands beside numbers as strong as those of hits
GPR55 activation: selective activators of receptor GPR55 – imaging, U2OS cells, beta-arrestin-GFP redistribution, primary screen (AID 1961); U2OS GPR55 beta-arrestin-GFP redistribution imaging; higher % means a stronger effect; activation, % at 10 µM; hits with a dose series show EC50 in µM; hit rate 0.048% among 290,000;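 active = activation above 40% with more than 50 cells counted in the well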;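 note: U2OS osteosarcoma cells stably expressing GPR55 and beta-arrestin-GFP; plate controls were DMSO negative control for no effect and LPI positive control for full effect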
KOR beta-arrestin-2: kappa opioid receptor blockers – cell-based, luminescence, uHTS (AID 1778); hit rate 0.091% among 290,000; KOR beta-arrestin recruitment, luminescence, antagonist mode; higher % means a stronger effect; inhibition, % at 10 µM; hits with a dose series show IC50 in µM; note: strong numbers were not always called active
GPR55 antagonists: GPR55 antagonists blocking LPI-driven arrestin recruitment, primary screen, imaging, U2OS, beta-arrestin-GFP, LPI agonist (AID 2013) | U2OS GPR55 beta-arrestin-GFP translocation imaging, LPI antagonism; higher % means a stronger effect | one-dose inhibition, % at 10 µM; IC50 in µM for titrated hits | hit rate 0.13% among 290,000;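 active = spots per cell inhibited over 60%, with over 100 cells counted and total cytoplasm intensity under 500,000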;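 note: U2OS cells stably carrying GPR55 and arrestin-GFP stimulated by 5 µM LPI near EC80; imaged beta-arrestin-GFP aggregate spots per cell after agonist stimulation; plate controls were LPI-stimulated DMSO wells for no effect and DMSO wells without LPI for full effect; some results filed as inactive read as strong as hits; confirmed hits need IC50 under 10 µM and bright autofluorescent wells are also inconclusive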
Starred values were filed as active, the others as inactive; nt = not tested or not shown; [ ] = dose if it differs, or a comment. Cut-off read from the data, not from the text of the source, unless noted: active = inhibition above about 50%; inactive = the rest. A portion of the library; the hit share may differ from the screen's.

SMILES	Rac1 GTP hydrolysis	HEK293 NOD2/NF-kB	HIV peptide binding	Large T inhibition	NOD1 inhibition	KOR beta-arrestin-1	GPR55 activation	KOR beta-arrestin-2	GPR55 antagonists
O=C(NC1CCCCCC1)C1CCCN1S(=O)(=O)c1cccc2cccnc12 (stereo not drawn)	6%	10%	1.8%	3%	1%	-2.5%	-0.1%	-37%	-4%
CCc1ccc[n+](-c2[nH]c(=O)sc2/C=N/NC([S-])=Nc2ccccc2)c1	19%	14%	57%*	23%	-8%	-4.6%	-0.2%	14%	-1%
O=S(=O)(NNC(=S)NCC1CCCO1)c1cc(Cl)ccc1Cl (stereo not drawn)	9%	-2%	-1.5%	11%	-30%	4.7%	-0.1%	3%	13%
O=C1OC(OC(=O)c2ccccc2Br)C(N2CCOCC2)=C1Cl (stereo not drawn)	4%	-1%	3.0%	12%	-29%	8.9%	0.3%	6%	6%
Cc1cc(C(=O)NCCC(c2ccccc2)c2ccccc2)c(C)o1	5%	-6%	0.0%	8%	12%	2.1%	0.4%	-12%	8%
COc1ccccc1-c1nc(SCC(=O)NCC2CCCO2)c2c(=O)n(C)c(=O)n(C)c2n1 (stereo not drawn)	nt	-3%	-0.6%	-6%	-23%	-4.4%	0.1%	2%	-3%
O=C(CCN1C(=O)/C(=C/c2ccccc2F)SC1=S)NCCc1ccc(O)cc1	1%	-6%	1.6%	13%	18%	1.9%	0.2%	-56%	0%
Cc1c(Cl)cccc1NC(=S)NC1CCCC1	9%	1%	0.3%	8%	-26%	0.2%	-0.4%	-23%[20 µM]	-13%
CC(=O)c1cc(C)ccc1OC(=O)CCN1C(=O)C2C3c4ccccc4C(c4ccccc43)C2C1=O (stereo not drawn)	-3%	-2%	1.3%	18%	0%	6.1%	0.5%	-42%	3%
COCCCN(C(=O)c1ccco1)c1nc(-c2cc(OC)ccc2OC)cs1	2%	-15%	-3.4%	8%	3%	0.4%	-0.2%	1%	-12%
Cc1ccc(N2C(=O)C(CN3CCCC3)C2c2ccccc2)cc1 (stereo not drawn)	4%	21%	-0.2%	0%	0%	1.8%	-0.1%	-10%[20 µM]	-10%
CSCCC(NS(=O)(=O)c1ccc(C)cc1)C(=O)NNC(=O)c1csc(N2CCOCC2)n1 (stereo not drawn)	5%	9%	0.0%	26%	-26%	0.9%	-0.1%	-18%	-2%
Cc1cc(C)c(-c2cc(NC(=O)COC(=O)c3ccc(C#N)cc3)n(-c3ccccc3)n2)cc1C	4%	8%	2.8%	5%	5%	2.9%	0.0%	6%	-4%
CC(=O)NNc1nc(-c2ccc(NC(C)=O)cc2)cs1	8%	-2%	-0.2%	-4%	5%	3.9%	1.3%	10%	0%
CSc1ncccc1C(=O)NCC1CCCCC1	7%	18%	1.1%	11%	-16%	-6.4%	0.7%	15%	4%
COc1ccc(C2(C(=O)Nc3ccc(C)c(C)c3)CCOCC2)cc1	6%	-1%	-0.8%	6%	-24%	-0.8%	0.2%	-12%[20 µM]	1%
COc1ccc2c(CSc3nc4nc(C)cc(C)n4n3)cc(=O)oc2c1	-5%	14%	1.3%	14%	-13%	-1.2%	-0.1%	-16%	6%
CCOC(=O)c1ccc(Cl)c(NC(=O)c2ccc(-c3ccccc3)cc2)c1	1%	-16%	-0.8%	11%	104%*	-0.1%	0.3%	-53%	13%
O=C(NN1C(=O)C2C3C=CC(C3)C2C1=O)c1ccccc1 (stereo not drawn)	11%	8%	-0.6%	1%	-9%	-4.9%	0.2%	-2%[20 µM]	7%
O=C(CCC(=O)Nc1ccccc1)N/N=C/c1cccnc1	1%	-4%	-1.0%	-1%	-20%	0.2%	-0.1%	-21%	6%
CCS(=O)(=O)N1CCC(c2nc3ccccc3[nH]2)CC1	6%	-13%	0.3%	10%	-22%	-4.3%	0.2%	-3%	0%
CN(CCC#N)C(=O)CSc1ncnc2sc(-c3ccccc3)cc12	12%	-11%	-0.3%	8%	-3%	-4.6%	-0.1%	10%	7%
O=C(OCc1ccc(O)cc1)c1c(-c2ccsc2)oc2ccc(N3CCOCC3)cc12	5%	9%	3.0%	6%	4%	-2.3%	-0.3%	-74%[20 µM]	-6%
CN(CC(=O)Nc1ccccc1Br)C(=O)c1ccc(-c2ccc(Cl)cc2)o1	1%	13%	3.1%	0%	-19%	2.8%	0.0%	-31%	-25%
CCN(CC)c1ncnc2c1sc1nc(N3CCOCC3)c3c(c12)CCC3	nt	20%	-2.5%	8%	-32%	-3.2%	-0.1%	-16%	-7%
CC(=O)Nc1ccc(-c2csc(N/N=C\c3ccncc3)n2)cc1	nt	2%	-3.2%	18%	-12%	0.2%	-0.1%	19%	3%
Cc1cc(CO)nn1-c1ccc([N+](=O)[O-])cc1	nt	28%	-0.1%	7%	-4%	-2.4%	-0.1%	17%	-5%
CCOC(=O)c1sc(/N=C/N(C)C)c(C(=O)OCC)c1C	4%	4%	-3.1%	0%	11%	6.7%	0.3%	26%	-2%
COc1cc(C(=S)N2CCCCC2)ccc1OCC(=O)Nc1ccc(F)cc1	-2%	11%	-1.7%	31%	9%	-1.2%	-0.1%	19%	6%
Cn1cnnc1SCC(=O)Nc1ccc(S(N)(=O)=O)cc1	4%	-3%	-0.9%	4%	-23%	-0.7%	-0.2%	-1%	6%

Full records as entered above.
Profile of Cc1cc(C(=O)NCCC(c2ccccc2)c2ccccc2)c(C)o1 : Rac1 GTP hydrolysis = 5%; HEK293 NOD2/NF-kB = -6%; HIV peptide binding = 0.0%; Large T inhibition = 8%; NOD1 inhibition = 12%; KOR beta-arrestin-1 = 2.1%; GPR55 activation = 0.4%; KOR beta-arrestin-2 = -12%; GPR55 antagonists = 8%
Profile of Cc1cc(C)c(-c2cc(NC(=O)COC(=O)c3ccc(C#N)cc3)n(-c3ccccc3)n2)cc1C : Rac1 GTP hydrolysis = 4%; HEK293 NOD2/NF-kB = 8%; HIV peptide binding = 2.8%; Large T inhibition = 5%; NOD1 inhibition = 5%; KOR beta-arrestin-1 = 2.9%; GPR55 activation = 0.0%; KOR beta-arrestin-2 = 6%; GPR55 antagonists = -4%

Later entries.
SMILES	Rac1 GTP hydrolysis	HEK293 NOD2/NF-kB	HIV peptide binding	Large T inhibition	NOD1 inhibition	KOR beta-arrestin-1	GPR55 activation	KOR beta-arrestin-2	GPR55 antagonists
COc1cc(NC(=S)NCc2ccco2)c(OC)cc1Cl	7%	-16%	0.7%	4%	-7%	0.6%	-0.8%	7%	26%
O=[N+]([O-])c1ccc(Oc2cnc3ccccc3n2)cc1	6%	15%	-2.0%	2%	26%	-0.1%	-0.1%	-30%	3%
COc1ccc(C(=O)C(O)C(c2ccc(C)cc2)N2CCOCC2)cc1OC (stereo not drawn)	9%	-2%	-1.1%	14%	-3%	-0.2%	0.6%	-1%	-2%
O=C(Nc1ccc(Cl)cc1F)C1CC1	1%	-11%	1.5%	21%	-10%	1.1%	0.1%	-4%	11%
O=C(/C=C/c1ccc(S(=O)(=O)N2CCOCC2)cc1)NCc1ccc(Cl)cc1	5%	10%	0.2%	8%	-32%	-1.3%	0.3%	2%	8%
Cc1cc(=O)[nH]c(N2CCCNCC2)n1	9%	8%	-0.7%	28%	-13%	-4.0%	0.2%	11%	-6%
O=C(Cc1cccs1)Nn1c(Cc2cccs2)nc2ccccc2c1=O	13%	8%	1.3%	1%	-4%	4.6%	-0.3%	-40%	6%
Cc1nc(CNC(=O)CC2C(=O)NCCN2Cc2ccoc2)nc2c1CCCC2 (stereo not drawn)	19%	9%	1.2%	19%	-2%	-4.5%	0.0%	18%	-13%
O=C(O)CCC(=O)Nc1nc2nccc(-c3ccccc3)n2n1	9%	10%	0.4%	7%	-12%	-0.5%	0.0%	11%	4%
O=C(c1ccc(-c2nnc(Nc3ccccc3)c3ccccc23)cc1)N1C[C@H]2C[C@H](C1)c1cccc(=O)n1C2	1%	2%	-0.9%	2%	nt	-0.7%	0.3%	-2%	22%
O=C(CCCSc1nc(-c2ccco2)cc(C(F)(F)F)n1)NCC1CCCO1 (stereo not drawn)	14%	8%	19%	11%	-24%	-5.5%	-0.3%	10%	6%
COc1ccccc1N1C(=O)c2ccccc2NC1c1cc(OC)c(OC)c(OC)c1 (stereo not drawn)	2%	-1%	-1.0%	4%	-26%	-1.2%	0.3%	18%	-8%
NNC(=O)/C(=C\c1ccc(Br)cc1)NC(=O)c1cccs1	7%	3%	0.9%	8%	-25%	-8.7%	-0.1%	-50%[20 µM]	16%
CC(=O)/C=N/Nc1ccccc1	0%	8%	-1.8%	9%	16%	2.0%	0.0%	-19%	-11%
S=C(Nc1cccnc1)Nc1ccccn1	6%	-11%	3.5%	0%	-16%	1.4%	0.0%	4%	-3%
CC(=O)NC(CC(=O)Nc1nc(C)cs1)c1ccccc1 (stereo not drawn)	6%	3%	-1.2%	4%	-22%	-4.4%	0.9%	0%	10%
CC1(C)CC(=O)C2=C(C1)NC(SCC(=O)Nc1ccccc1)=C(C#N)C21CCCCC1	2%	-11%	52%	5%	-33%	0.3%	-0.3%	17%	2%
CC/C(O)=N\S(=O)(=O)c1ccc(N=NN(C)C)cc1	-1%	22%	0.3%	11%	-19%	-3.2%	0.1%	11%	-4%
O=C(CSc1ccc2ccccc2n1)N/N=C/c1ccc(O)cc1	73µM*	-55%	-0.6%	13%	-12%	-5.2%	-0.1%	1%[20 µM]	-3%
CCCc1nnc(SCC(=O)N2CCCC(C)C2)n1CCCOC (stereo not drawn)	-1%	12%	7.5%	11%	19%	-0.7%	-0.3%	-23%	2%
Cc1ccc(NC(=O)NCCCN2CCCC2=O)c(C)c1	1%	13%	0.9%	20%	-21%	3.4%	-0.1%	-35%	18%
CN1C(=O)N(C)C2C1N(CN1CCCCC1)C(=O)N2CN1CCCCC1 (stereo not drawn)	4%	12%	0.5%	0%	-21%	2.2%	0.2%	10%	4%
O=C(C1=C[C@H](C2CC2)C[C@H](OCc2ccc(CO)cc2)O1)N1CCN(Cc2ccccc2)CC1	8%	20%	2.3%	11%	-6%	-3.3%	-0.2%	-6%	3%
O=C(Cn1nc(-c2ccccc2)ccc1=O)Nc1ccc(N2CCN(C(=O)c3ccccc3)CC2)cc1	10%	2%	0.3%	7%	-45%	-4.0%	1.5%	23%	7%
Cc1cnc(C(=O)NCCc2ccc(C(F)(F)F)cc2)cn1	4%	8%	0.5%	6%	-10%	-2.4%	-0.1%	-16%	-4%
Cc1cc(C)cc(OCC(=O)NCC2CCCO2)c1 (stereo not drawn)	5%	23%	0.1%	4%	11%	6.0%	-0.1%	2%	6%
O=C1CN2C(=Nc3ccc(Cl)cc3C2c2ccccc2)CN1 (stereo not drawn)	12%	14%	0.0%	11%	-4%	2.0%	-0.1%	-15%	4%
CC(C)Cc1nnc(NC(=O)CSc2ncn[nH]2)s1	-6%	18%	-1.0%	8%	-8%	0.6%	0.2%	-12%	20%
COCC(=O)N(C)c1nnc(-c2ccccn2)s1	7%	-7%	-1.0%	14%	-10%	-4.1%	-0.1%	-10%	1%
